# Source: PubChem BioAssay
# PG9 Ab binder – binds the HIV-1 gp120 antibody PG9; TR-FRET gp120-PG9 antibody binding; inhibition, % at 6.7 µM; 0.43% of 360,000 active; in the data active = inhibition above about 8.5%
# ARFGAP1 inhibitor – rat ARFGAP1 inhibition; inhibition, % at 16.5 µM; Arfgap1-stimulated ARF1 GTP hydrolysis, GDP FP detection; AID 651572; Q62848; 0.26% of 360,000 active;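 active = inhibition above a per-plate limit, mean inhibition of low control wells plus 3 SD, cut at about 25% in these data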;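 note: 0% = DMSO wells with enzyme and 100% = wells lacking Arfgap1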
# Target sequence (Q62848 1-136 limits assumed): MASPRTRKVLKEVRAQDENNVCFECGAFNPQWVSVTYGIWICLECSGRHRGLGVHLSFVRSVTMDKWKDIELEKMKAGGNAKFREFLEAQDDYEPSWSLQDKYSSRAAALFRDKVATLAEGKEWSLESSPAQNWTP
#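 Assay system: purified rat His6-Arfgap1 residues 1-136 (GAP domain); Reagent: human Δ17 ARF1 bound to GTP; Dosing: 16.5 µM single point, 1.26% DMSO; Times: GTP hydrolysis reaction 2 h at 25 °C; Signal: FP, GDP Alexa 633 tracer displaced from anti-GDP antibody, 620/688 nm; Measure: % inhibition from polarization.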
# Rev-erbA mod – modulates human Rev-erb alpha binding to DNA; AID 1259318; activity, % at 10 µM; Rev-erbα–FITC-DNA binding, fluorescence polarization, 90 min; P20393; 0.79% of 370,000 active;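 active = activity above about 14%, limit read from the data; passing the limit was not always enough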;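 note: 0% = DMSO wells with 35 nM protein and 100% = DMSO wells with 750 nM protein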
# NPR2 activator – GC-B (human) receptor activation; P20594; HEK293-GC-B cells, CNP EC30, cGMP TR-FRET; 0% at EC30 CNP, 100% saturating CNP; activation, % at 10 µM; 0.11% of 370,000 active;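 active = activation at 10 µM reaching about 35% in either raw or pattern-adjusted values, limit read from the data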
# ASAP1 inh – inhibitors of human ASAP1 ArfGAP activity; Q9ULH1; ASAP1-stimulated ARF1 GTP hydrolysis, GDP FP detection; inhibition, % at 16.5 µM; 0.19% of 360,000 active; in the data active = inhibition above about 25%;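 note: 0% = vehicle with enzyme and substrate and 100% = no enzyme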
# rCAG RNA binder – r(CAG) repeat RNA binding; TO-PRO-1 dye displacement fluorescence; inhibition, % at 3 µM; AID 651821; 1.3% of 370,000 active;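 active = inhibition above the plate cutoff, the mean of all test compounds on that plate plus 3 SD, cut at about 35% in these data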;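 note: 0% = DMSO alone and 100% = 100 µM mitoxantrone as full dye displacement; higher means more dye released from RNA so lower well fluorescence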
# GC-A act – GC-A (human) enzyme activation. AID 1671463. HEK293 GC-A cells, cGMP TR-FRET, EC30 ANP; 0% at EC30 ANP, 100% saturating ANP. 0.14% of 370,000 active. activation, % at 10 µM; in the data active = activation above about 40%
# ABHD4 inh – inhibits mouse alpha/beta hydrolase domain 4 | Q8VD66 | purified mABHD4, FP-Rh probe fluorescence polarization | inhibition, % at 8.92 µM | 0.54% of 370,000 active | AID 720543;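 active = inhibition exceeding the mean over every tested compound plus 3 SD, cut at about 30% in these data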;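 note: 0% = plate median of compound wells and 100% = S159A mutant with DMSO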
# Target sequence (Q8VD66 whole entry, looked up, the tested form may be a part): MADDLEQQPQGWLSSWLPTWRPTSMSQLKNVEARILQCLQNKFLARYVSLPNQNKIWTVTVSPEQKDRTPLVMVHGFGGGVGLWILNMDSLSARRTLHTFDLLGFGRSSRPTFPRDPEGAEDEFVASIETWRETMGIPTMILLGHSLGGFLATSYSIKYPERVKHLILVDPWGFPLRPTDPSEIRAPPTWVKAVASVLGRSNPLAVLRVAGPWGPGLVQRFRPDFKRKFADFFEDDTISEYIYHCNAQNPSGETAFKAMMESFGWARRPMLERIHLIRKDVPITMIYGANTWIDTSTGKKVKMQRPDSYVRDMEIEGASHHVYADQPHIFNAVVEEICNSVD
#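 assay system = mABHD4 protein | compound dosing = single nominal dose of 8.92 µM, 0.89% DMSO final | read-out basis = percent inhibition of probe binding, normalized to plate controls | schedule = Enzyme–compound pre-incubation 45 min, then probe 60 min, both 25 °C | detection = fluorescence polarization, excitation 525 nm, emission 598 nm, BODIPY TMR filters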
# HTRA1 inh – HTRA1 (human) protease inhibition | AID 504803 | 0.5% of 340,000 active | Q92743 | recombinant HTRA1, FP-rhodamine activity-based probe, fluorescence polarization | inhibition, % at 5.96 µM; in the data active = inhibition above about 36%;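 note: 0% = enzyme with DMSO and 100% = wells lacking enzyme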
# Target sequence (Q92743 whole entry, looked up): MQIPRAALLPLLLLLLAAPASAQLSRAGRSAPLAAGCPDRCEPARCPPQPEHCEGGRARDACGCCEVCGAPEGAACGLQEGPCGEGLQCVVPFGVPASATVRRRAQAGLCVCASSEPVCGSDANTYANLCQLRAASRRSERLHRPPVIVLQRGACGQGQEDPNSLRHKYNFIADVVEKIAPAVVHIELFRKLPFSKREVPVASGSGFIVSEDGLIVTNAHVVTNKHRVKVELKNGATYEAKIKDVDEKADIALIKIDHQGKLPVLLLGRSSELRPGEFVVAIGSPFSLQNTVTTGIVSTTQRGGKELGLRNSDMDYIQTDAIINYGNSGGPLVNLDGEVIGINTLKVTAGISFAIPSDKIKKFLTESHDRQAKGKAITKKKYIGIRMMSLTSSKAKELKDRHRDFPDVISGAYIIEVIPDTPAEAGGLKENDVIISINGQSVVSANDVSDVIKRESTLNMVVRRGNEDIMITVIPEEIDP
# SMARCA2 activ – increases SMARCA2 function in MMTV reporter cells; activation, % at 9.1 µM; AID 652017; MG213 cells, MMTV-luciferase reporter, dexamethasone, overnight; 1% of 370,000 active; in the data active = activation above about 7.8%;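 note: 0% = vehicle wells and 100% = reference activator wells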
# An asterisk follows results filed as active; x = no result given. Not a hit list; any-hit rate near 4.4%.
# Second line of a record – PG9 Ab binder, ARFGAP1 inhibitor, Rev-erbA mod, NPR2 activator, ASAP1 inh, rCAG RNA binder, GC-A act, ABHD4 inh, HTRA1 inh, SMARCA2 activ
- CC(OC(=O)c1ccc(F)cc1)C(=O)Nc1nc(-c2cccc([N+](=O)[O-])c2)cs1 (configuration not stated)
 : -2.0, -10, -3, 7, -2, 3, 4, -6, -8, -2
- CC(C)N1CCC(N2CCN(Cc3cnc(-c4ccccc4)s3)CC2CCO)CC1 (configuration not stated)
 : -2.0, -1, 7, 0, 14, -6, 1, 3, 1, -4
- c1ccc(CCCNc2ncccn2)cc1
 : -1.5, -6, -5, 3, -10, 0, 1, 3, -3, -2
- COc1cc(C(=O)Nc2ccccn2)cc(OC)c1OC
 : -0.1, -1, 5, 4, 3, -1, 0, -3, -1, -3
- CC(=O)c1ccccc1NC(=O)COC(=O)c1cc[n+]([O-])cc1
 : -0.8, -3, 4, 0, 5, 1, -2, 3, 1, 0
- O=C(CCCN1CCC(O)(c2cccc(C(F)(F)F)c2)CC1)c1ccc(F)cc1
 : -0.7, 3, 5, 2, -10, -1, -4, 5, 4, -1
- CN(CC(=O)Nc1ccccc1C(F)(F)F)C(=O)c1ccc2c(=O)n3c(nc2c1)CCC3
 : -1.5, -8, 2, -4, -8, 6, 5, -2, 3, -3
- O=C(Cc1cccc(NC(=O)C2CCN(C(=O)C3CC3)CC2)c1)Nc1cccc(C(=O)N2CCCC2)c1
 : -1.1, 8, -2, 2, 13, -2, -2, -5, 5, 0
- CCOC(=O)c1c(-c2ccc(OC)c(OC)c2)csc1NC(=O)C1CCCO1 (configuration not stated)
 : 1.1, 0, 0, 5, 8, -6, 3, -2, 6, -2
- COCOCCn1cc(CN2CCS(=O)(=O)N(Cc3ccc(-c4ccc(F)nc4)cc3)C(CC(C)C)C2=O)nn1 (configuration not stated)
 : -1.6, 20, -12, 0, 1, 4, 2, 3, -2, -3
- CCN(Cc1ccccc1)Cc1cccc([N+](=O)[O-])c1
 : -2.5, -6, 8, -2, 4, -1, -1, 5, -4, -2
- NS(=O)(=O)c1ccc(CNC(=O)c2cccnc2Cl)cc1
 : 0.8, 4, 3, 5, -14, 3, 4, -1, 0, -2
- c1ccc(C2=Nc3cccc4cccc(c34)N2)cc1
 : -2.4, 13, 4, -3, 10, 27, -3, -14, -1, -4
- O=C(COc1ccc(/C=N/NC(=O)c2ccncc2)cc1)Nc1cccc([N+](=O)[O-])c1
 : -2.9, 7, -3, -1, 29*, 3, 1, -12, -14, 5
- CCC1(C)N=C(N)Nc2nc3cc(C)c(C)cc3n21 (configuration not stated)
 : 0.1, -10, 5, -4, -3, 5, 3, 9, 3, -2
- COc1ccc(CNC(=O)c2ccc(-c3cnn(C)c3)c3ccoc23)cc1OC
 : 2.1, 0, -7, 1, -5, 0, 10, -12, x, -1
- O=C(N1CCCCC1)N1CCN(C(=O)N2CCCCC2)CC1
 : -2.4, 13, 5, 5, 7, -6, 0, -2, -9, 2
- CC(C)(C)CNC(=O)[C@]1(C)CCC[C@@]2(C)C3CC[C@@]4(C)C[C@]3(CCC21)CC4=O (some centres not stated)
 : -0.5, -8, 7, -5, -6, -12, -1, 5, -19, 0
- CC(C)c1ccc(NC(=O)COC(=O)/C=C/c2cccc(Br)c2)cc1
 : 1.3, -2, 6, 2, -7, 1, 2, -9, -4, -2
- CCc1nc2ccccc2nc1N1CCN(S(=O)(=O)c2ccccc2)CC1
 : 1.4, -1, 4, 2, -5, -7, 4, 3, x, 1
- COc1cccc(NC(=O)C2(C)CCN2C(=O)Cc2ccc(C(C)C)cc2)c1 (configuration not stated)
 : -0.8, 1, -7, 0, 9, -1, -3, -8, x, -6
- CC(=O)Nc1ccc(SCCN2CC[C@@H](O)CCC2=O)cc1
 : -1.4, 1, 3, 2, -3, 3, 1, -3, 2, 1
- COc1cc(/C=C2\SC(=N)N(c3ccc(F)cc3)C2=O)ccc1O
 : -1.5, -5, 1, 1, 3, 17, -1, 9, -1, 2
- COc1ccc(NC(=O)CCSc2nc(C)cs2)cc1
 : 1.2, 0, -5, -1, -7, -1, 4, -5, 0, 4
- Cc1noc(/C=C/N(C)C)c1S(=O)(=O)N1CCCC(C(=O)NCc2ccc(Cl)cc2)C1 (configuration not stated)
 : -1.4, 5, -5, -3, -5, 22, 0, -17, -58, -2
- O=C(NCCN1CCOCC1)[C@H](Cc1ccccc1)N1C(=O)c2ccccc2C1=O
 : 1.8, -2, -6, 0, 5, 1, 2, 0, -2, 1
- CCCNC(=O)c1cc(C2CCCN(C(=O)c3ccc(NC(C)=O)cc3)C2)on1 (configuration not stated)
 : -1.8, -4, -4, 2, 11, 0, 4, 5, x, 0
- Cc1cc(Cl)ccc1NC(=S)NCc1ccc(Cl)cc1
 : -1.4, 9, 3, -4, 10, 0, -4, 4, -6, 1
- Cc1noc(NS(=O)(=O)c2ccc(NC(=O)c3ccc(N(C)C)cc3)cc2)c1C
 : -3.6, -8, -4, -1, -1, 16, -2, 7, -1, 1
- OCCNCCCOc1cc(Cl)ccc1Cl
 : 0.2, 0, -4, 5, 15, 0, 1, -2, 5, -2

# Records above printed as active in ASAP1 inh:
SMILES,PG9 Ab binder,ARFGAP1 inhibitor,Rev-erbA mod,NPR2 activator,ASAP1 inh,GC-A act,HTRA1 inh,SMARCA2 activ
O=C(COc1ccc(/C=N/NC(=O)c2ccncc2)cc1)Nc1cccc([N+](=O)[O-])c1,-2.9,7,-3,-1,29*,1,-14,5

# Full records from above.
# `CC(C)(C)CNC(=O)[C@]1(C)CCC[C@@]2(C)C3CC[C@@]4(C)C[C@]3(CCC21)CC4=O` (some centres not stated) reads PG9 Ab binder = -0.5; ARFGAP1 inhibitor = -8; Rev-erbA mod = 7; NPR2 activator = -5; ASAP1 inh = -6; rCAG RNA binder = -12; GC-A act = -1; ABHD4 inh = 5; HTRA1 inh = -19; SMARCA2 activ = 0
# `COc1cc(/C=C2\SC(=N)N(c3ccc(F)cc3)C2=O)ccc1O` reads PG9 Ab binder = -1.5; ARFGAP1 inhibitor = -5; Rev-erbA mod = 1; NPR2 activator = 1; ASAP1 inh = 3; rCAG RNA binder = 17; GC-A act = -1; ABHD4 inh = 9; HTRA1 inh = -1; SMARCA2 activ = 2
# `CC(C)N1CCC(N2CCN(Cc3cnc(-c4ccccc4)s3)CC2CCO)CC1` (configuration not stated) reads PG9 Ab binder = -2.0; ARFGAP1 inhibitor = -1; Rev-erbA mod = 7; NPR2 activator = 0; ASAP1 inh = 14; rCAG RNA binder = -6; GC-A act = 1; ABHD4 inh = 3; HTRA1 inh = 1; SMARCA2 activ = -4

# The main list resumes, repeating the 2 entries before the break.
# Second line of a record – PG9 Ab binder, ARFGAP1 inhibitor, Rev-erbA mod, NPR2 activator, ASAP1 inh, rCAG RNA binder, GC-A act, ABHD4 inh, HTRA1 inh, SMARCA2 activ
- Cc1noc(NS(=O)(=O)c2ccc(NC(=O)c3ccc(N(C)C)cc3)cc2)c1C
 : -3.6, -8, -4, -1, -1, 16, -2, 7, -1, 1
- OCCNCCCOc1cc(Cl)ccc1Cl
 : 0.2, 0, -4, 5, 15, 0, 1, -2, 5, -2
- Cc1ccc(S(=O)(=O)CCC(=O)Nc2sccc2C(N)=O)cc1
 : -1.8, 1, -1, -2, 3, 10, 1, 10, 5, 6
- OC(Cc1cccnc1)(Cc1cccnc1)c1cc2ccccc2[nH]1
 : -0.1, 3, -5, 2, -5, -3, -1, 5, -6, -1
- O=C(NC(=S)Nc1cccc(C(F)(F)F)c1)c1ccc2nonc2c1
 : 0.0, -1, -5, -7, -7, 5, 6, -6, x, -5
- NCc1ccc(OCCCN2CCC(C(O)(C3=CCCC3)c3ccccc3)CC2)cc1 (configuration not stated)
 : -0.7, 4, -1, -12, 0, 7, -9, 0, x, 8
- O=C(O)c1ccc(N2C(=O)C3C4c5ccccc5C(Br)(c5ccccc54)C3C2=O)cc1 (configuration not stated)
 : -1.7, 0, -5, 1, -13, 34, -1, -23, 2, -3
- Cc1nn(C)c(=O)c(N)c1-c1cc(-c2ccc(Cl)c(Cl)c2)n[nH]1
 : -1.3, 21, 0, -7, -4, -1, 11, 4, x, -1
- O=C(CN1CCN(C(=O)c2cncn2-c2ccccc2)CC1)Nc1ccccc1Cl
 : 0.5, 6, 2, 0, 3, -4, -3, 2, 12, -2
- CN(C)CCCN(C(=O)c1nc2ccccc2s1)c1nc2ccc(F)cc2s1
 : 0.5, 5, -1, 4, 17, 0, 5, -2, -3, 6
- CN1C(=O)/C(=C\c2cc(Br)cs2)c2ccccc21
 : -3.4, 1, 1, 2, 7, 4, 11, -2, -2, 8
- CCn1c(C)nc2cc(C(=O)NNC(=S)NC(=O)c3ccccc3)ccc21
 : -0.1, 14, 0, 5, -1, 6, 7, 4, 3, -2
- CCCNC(=O)NC(=O)CSc1nnc(C)n1N
 : 1.0, 12, 0, 6, -2, -1, 5, 7, 2, -1
- CCOC(=O)C1(C)CCCN(C(=O)c2ccc(C#N)cc2)C1 (configuration not stated)
 : 1.6, 4, 4, 1, 4, 0, 2, -5, x, -5
- CCc1nnc(NC(=O)c2ccc3ccccc3n2)s1
 : 0.0, -6, -1, -5, 9, 0, 0, -6, 1, 4
- Cc1ccc(-n2c(SCc3ccc(Cl)c(Cl)c3)nnc2-c2ccc(C(C)(C)C)cc2)cc1
 : x, x, 2, 5, x, 1, 3, 1, x, -4
- O=C(c1ccccc1Br)N1N=C(c2ccccc2)CC1c1ccccc1F (configuration not stated)
 : -0.9, 11, -6, -10, 5, 1, -13, -6, -17, -3
- Cc1ccc(OCCNC(=O)Cn2cnc3c(=O)n(C)c(=O)n(C)c32)cc1C
 : -0.4, -7, -1, 2, -3, -2, 4, -4, 4, 3
- CCc1ccc(OC(C)C(=O)N(Cc2ccccc2)C2CCS(=O)(=O)C2)cc1 (configuration not stated)
 : 0.6, 7, 3, -1, -8, -7, 3, 0, 4, -2
- COc1ccc(N(CN2C(=O)c3ccccc3C2=O)C(=O)C(C)C)cc1
 : 0.5, -7, 4, -14, 12, 3, -18, -7, -4, 4
- CCC(=O)OCC(=O)Nc1ccc([N+](=O)[O-])cc1OC
 : -4.2, -2, 6, -1, -7, -2, 3, -2, -2, -4
- O=C(NCc1ccc2c(c1)OCO2)Nc1ccc([N+](=O)[O-])cc1
 : -0.3, -1, -7, -3, 9, 2, 5, -7, -12, 3
- CCOc1ccccc1NC(=O)CCn1c(=O)oc2ccccc21
 : 0.1, -2, -4, -4, -3, 1, 0, 2, 4, 2
- CCN(CC)S(=O)(=O)c1ccc(N2CCOCC2)c(NS(=O)(=O)c2ccc(C)c(C)c2)c1
 : -1.2, 7, -3, -1, 1, 20, 2, 6, -2, -1
- CC12C(=O)N(c3cccc4cccnc34)C(=O)C1C1C=CC2C1 (configuration not stated)
 : 0.7, 3, -4, -8, 0, 0, 0, 2, 6, 6
- Cc1ccnc(SCc2cc(=O)c(OC(=O)c3ccc(S(=O)(=O)N4CCCC4)cc3)co2)n1
 : -2.3, -7, -3, 3, 5, -6, 3, -1, 2, -3
- Cc1[nH]c2ccccc2c1CCN(Cc1cccs1)C(=S)Nc1ccccc1
 : 1.3, 7, 5, -10, 7, 8, -8, -10, -18, -2
